Compound activity as filed in PubChem.
HMGR II inh: blocks class II HMG-CoA reductase of Enterococcus faecalis | inhibition, % at 10 µM | purified E. faecalis HMGR, NADPH absorbance 340 nm kinetic | actives 0.41% (n = 190,000) | AID 1066;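 active means inhibition above a set limit, the median over all tested compounds plus 3 SD, cut at about 9.5% in these data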;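 further: enzyme runs in reverse so mevalonate oxidation gives rising NADPH absorbance; 0% = complete reaction with DMSO and 100% = background rate lacking mevalonate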
APP 5'UTR act: activates APP 5'UTR luciferase reporter | SH-SY5Y APP 5'UTR luciferase reporter, luminescence; zero percent = DMSO vehicle wells | activation, % at 2 µM | actives 1% (n = 190,000) | AID 1276;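 active means activation above a set limit, based on mean plus 3 SD of controls, cut at about 140% in these data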; further: values of inactives mirror those of a sister screen read the other way
Hsp70 act: Hsp70 transcriptional activation, primary screen | HeLa Hsp70 promoter luciferase reporter, luminescence; scaled: vehicle 0, proteasome-inhibitor control 100% | activation, % at 10 µM | actives 0.04% (n = 200,000) | AID 1203;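 active means activation above the mean across all tested compounds plus 3 SD, cutoff set per campaign, cut at about 5.5% in these data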;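 further: 100% = MG132 at 30 µM as the positive control and 0% = DMSO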
STAT1 act: activators of IFN-gamma induced STAT1 signaling | actives 2.6% (n = 200,000) | activation (% of control), % at 5.5 µM | NIH 3T3 STAT1-luciferase reporter, luminescence; 100% = IFN-gamma alone, no compound;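 active means activation above the screen-wide mean activation plus 3 SD, cut at about 130% in these data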;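 further: raw ratio to IFN-gamma control signal so 100% means no change and 0% no light; values of inactives mirror those of a sister screen read the other way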
FLuc inhib CS: Photinus pyralis luciferase inhibition counter-screen; P08659; ATPLite firefly luciferase biochemical luminescence, 10 min; inhibition, % at 10 µM; actives 1.5% (n = 200,000); AID 1006;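 active means inhibition above about 50% when tested at 10 µM, limit read from the data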
Target sequence (P08659 whole entry, looked up): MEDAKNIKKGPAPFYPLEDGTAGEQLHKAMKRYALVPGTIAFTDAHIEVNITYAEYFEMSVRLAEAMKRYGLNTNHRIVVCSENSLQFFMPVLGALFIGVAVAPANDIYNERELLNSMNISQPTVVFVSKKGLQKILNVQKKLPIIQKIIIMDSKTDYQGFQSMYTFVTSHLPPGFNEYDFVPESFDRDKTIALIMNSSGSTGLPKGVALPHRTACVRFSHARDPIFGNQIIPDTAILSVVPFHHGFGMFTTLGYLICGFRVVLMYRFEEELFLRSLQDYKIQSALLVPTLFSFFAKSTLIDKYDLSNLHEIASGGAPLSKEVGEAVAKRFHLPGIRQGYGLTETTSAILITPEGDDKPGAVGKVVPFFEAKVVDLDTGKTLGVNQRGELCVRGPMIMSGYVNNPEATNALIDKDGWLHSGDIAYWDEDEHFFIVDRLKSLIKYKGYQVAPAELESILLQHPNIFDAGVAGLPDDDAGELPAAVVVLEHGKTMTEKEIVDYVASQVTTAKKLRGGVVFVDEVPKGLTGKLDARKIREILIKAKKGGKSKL
FLuc act counter: firefly luciferase counter-screen for stimulation assays; ATPlite luciferase biochemical, luminescence, 10 min; 0 = ATP-free wells, 1 = DMSO control; activation factor at 10 µM; 200,000 tested, under 10 active;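 active means luciferase activation factor, scaled between plate controls, of at least 2 with compound at 10 µM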
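Material: Luciferase/luciferin reagent mix | Doses: Test compounds dosed from 2 mM stocks in 100% DMSO | Timing: 10 min incubation after luciferase reagent addition, room temperature | Measured by: Luminescence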
NF-kB expr up: raises NF-kB expression in human neuronal cells; NF-kB reporter expression; stronger effect = higher value; fold change at 12.5 µM; actives 1.6% (n = 190,000); in the data active means fold change above about 3.3
DTT redox prof: compounds producing H2O2 with reducing agent – biochemical, NIH compound library profiling, artefact control for MLSCN library redox annotation, primary screen | DTT-dependent redox cycling H2O2, phenol red/HRP absorbance; 100% = 100 µM peroxide control, 0% = buffer | activation, % at 10 µM | actives 0.03% (n = 200,000) | AID 878;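 active means activation of at least 50% relative to the plate's high and low controls in the primary single-dose screen; inactive means activation below 50%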;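 further: compound incubated with DTT at 0.8 mM final as the reducing agent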
APP transl inh: APP translation inhibition | AID 1285 | inhibition, % at 2 µM | actives 0.82% (n = 190,000) | SH-SY5Y APP 5'UTR-luciferase reporter, luminescence;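 active means inhibition above a set limit, derived from the sample mean plus 3 SD, cut at about 45% in these data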; further: values of inactives mirror those of a sister screen read the other way
G6PDH CS: counter-screen for G6PDH assay hits: L. mesenteroides G6PDH inhibition | actives 0.12% (n = 200,000) | AID 1020 | inhibition, % at 5 µM | Purified L. mesenteroides G6PDH, diaphorase/resazurin coupled fluorescence, 45 min; in the data active means inhibition above about 50%
Active calls of the source: *.

structure	APP 5'UTR act	FLuc act counter	DTT redox prof	NF-kB expr up	G6PDH CS	FLuc inhib CS	APP transl inh	STAT1 act	Hsp70 act	HMGR II inh
COC(=O)c1cc(=O)n(-c2ccc(F)cc2)c(=Nc2ccc(F)cc2)s1	11	1.1	0.7	0.88	17	-8	-11	111	1.3	11*
CC(c1ccccc1)n1cc(C(=O)NCC2COc3ccccc3O2)nn1 (centres undefined)	-1	1.1	0.8	1.3	4	-7	1	100	-0.3	-4
O=Cc1cn(-c2ccccc2)nc1-c1cccnc1	4	1	0.0	0.96	-1	4	-4	96	0.1	-5
CCCSc1nc(C)cc(C)c1C(N)=O	2	1.1	0.2	1.1	13	-7	-2	101	-0.2	-1
Cc1c(Cc2ccccc2)sc(/N=C/c2c(O)ccc3ccccc23)c1C(N)=O	6	1.1	0.7	0.5	36	-7	-6	107	-0.4	2
COc1ccc(Cn2c(=O)sc3ccccc32)cc1	-6	1	-0.3	0.86	9	-2	6	97	0.1	1
Clc1cccc(NCc2nnc(SCc3ccccc3)o2)c1	0	1	1.8	1.4	-1	2	0	102	0.0	-3
COC(=O)c1c(N)sc(Cc2ccccc2)c1C	4	1.1	-0.4	1.3	15	-6	-4	98	-0.5	1
CCOC(=O)Cn1c2ccc(F)cc2c2nc(C)sc21	-6	1	-0.7	1.1	7	0	6	105	-0.1	-6
CCC1Oc2ccc(Cl)cc2N(CC(=O)O)C1=O (centres undefined)	5	1.1	1.9	0.96	3	-7	-5	95	-0.2	2
Cc1c(C2CC(=O)N(c3ccccc3)C2=O)[nH]n(-c2ccccc2)c1=O (centres undefined)	-13	1.1	2.1	1.1	10	-7	13	97	0.4	-3
C=CCNCCOCCOc1ccc(C)cc1[N+](=O)[O-]	-7	1.1	0.2	0.92	2	-7	7	92	-0.3	-1
Nc1nc(SCc2ccc([N+](=O)[O-])cc2)nc2nc3c(cc12)CCCC3	-4	1	2.9	0.99	3	-4	4	89	-0.3	-1
COCCOC(=O)C1=C(N)OC2=C(C(=O)CC(C)(C)C2)C1c1cccnc1 (centres undefined)	-16	1.1	2.5	0.88	-7	-8	16	98	-0.3	-4
CC(C)c1ccccc1NC(=O)CNC(C)c1ccc(F)cc1 (centres undefined)	8	1	-1.8	1.1	0	-5	-8	99	-0.1	-1

Sorted by count of non-hydrogen atoms (largest number first): part of the list above.
structure	APP 5'UTR act	FLuc act counter	DTT redox prof	NF-kB expr up	G6PDH CS	FLuc inhib CS	APP transl inh	STAT1 act	Hsp70 act	HMGR II inh
CC(c1ccccc1)n1cc(C(=O)NCC2COc3ccccc3O2)nn1 (centres undefined)	-1	1.1	0.8	1.3	4	-7	1	100	-0.3	-4
Cc1c(C2CC(=O)N(c3ccccc3)C2=O)[nH]n(-c2ccccc2)c1=O (centres undefined)	-13	1.1	2.1	1.1	10	-7	13	97	0.4	-3
CCCSc1nc(C)cc(C)c1C(N)=O	2	1.1	0.2	1.1	13	-7	-2	101	-0.2	-1

Later entries
structure	APP 5'UTR act	FLuc act counter	DTT redox prof	NF-kB expr up	G6PDH CS	FLuc inhib CS	APP transl inh	STAT1 act	Hsp70 act	HMGR II inh
Cc1cc(C)cc(N(CC(=O)N2CCn3c2nc2ccccc23)S(=O)(=O)c2c(C)noc2C)c1	7	1	-1.4	1	5	-1	-7	101	-0.1	-10
Cc1ccc(C)c(NC(=O)CSc2nnc(-c3ccncc3)n2N)c1	13	1.1	0.1	1.1	1	-10	-13	99	-0.2	2
CCCNS(=O)(=O)c1ccc(CCC(=O)N2CCN(c3ccc(OC)cc3)CC2)cc1	-3	1	1.1	0.71	10	-1	3	104	-0.1	-4
Cc1ccc(NC(=O)CSC2=C(C#N)C(c3ccco3)CC(=O)N2)cc1 (centres undefined)	59	1	1.0	1.6	3	-2	-59	96	0.5	-3
CCOc1ccc(C(C)NC(=O)c2cccnc2OCC)cc1OCC (centres undefined)	2	1.1	-0.9	0.95	2	-9	-2	95	-0.2	1
COC(=O)c1cc(C)sc1NC(=O)C1C2C=CC(CC2)C1C(=O)O (centres undefined)	-3	1.1	-0.2	1.1	1	-6	3	101	-0.3	1
N=C1CCCN1CC(=O)c1ccc(Cl)cc1	15	1.1	0.2	1.6	-2	-9	-16	113	-0.3	3
CC(C)(C)c1ccc(OCC(=O)NCc2ccco2)cc1	2	1	0.1	1.5	6	1	-2	100	-0.3	1
COC(=O)CC1SC(=O)NC1=Nc1ccccc1 (centres undefined)	-11	1	0.7	1.4	10	-5	11	95	-0.4	2
COc1ccc(C(=O)NC(NC(=O)c2ccc(OC)cc2)c2ccccc2F)cc1	10	1	0.0	1.1	6	-5	-10	105	0.1	1
Cc1cc(SC(C)C(=O)O)nc2ccccc12 (centres undefined)	18	1	-0.2	1.3	11	-3	-18	103	-0.2	-2
O=C(c1ccccc1Nc1ccc(SC(F)F)cc1)N1CCCCCC1	1	1	-0.2	0.78	3	-1	-1	97	0.2	1
O=C1CCCCN1CCc1c[nH]c2ccccc12	19	0.9	1.1	1.6	-7	12	-19	102	-0.2	0
COc1ccc(C2c3c(ccc4ccccc34)Oc3ncn4nc(-c5ccco5)nc4c32)cc1 (centres undefined)	15	1	0.8	0.28	-19	-5	-15	98	-0.3	3
CSc1ccc(CN(C)CC(=O)Nc2c(F)cccc2F)cc1	-12	1.1	-0.4	1.4	11	-6	12	95	-0.1	-3

The last 2 entries of the part before lead into the next:
structure	APP 5'UTR act	FLuc act counter	DTT redox prof	NF-kB expr up	G6PDH CS	FLuc inhib CS	APP transl inh	STAT1 act	Hsp70 act	HMGR II inh
COc1ccc(C2c3c(ccc4ccccc34)Oc3ncn4nc(-c5ccco5)nc4c32)cc1 (centres undefined)	15	1	0.8	0.28	-19	-5	-15	98	-0.3	3
CSc1ccc(CN(C)CC(=O)Nc2c(F)cccc2F)cc1	-12	1.1	-0.4	1.4	11	-6	12	95	-0.1	-3
CC(C)(C)NC(=O)NC(=O)CN1CCC(Cc2ccccc2)CC1	4	1	0.5	0.98	4	-1	-4	96	-0.3	-3
Cc1ccc(NC(=S)N2CCOCC2)c(C)c1	15	1	1.1	0.94	10	2	-15	100	-0.3	-8
O=C(CC1C(=O)NCCN1Cc1cccc(Oc2ccccc2)c1)NCc1cccnc1 (centres undefined)	-10	1	-0.9	1.2	17	-1	10	97	-0.2	2
CC1CCN(C(=O)C2c3ccccc3C(=O)N3CCc4ccccc4C23)CC1 (centres undefined)	1	1.1	1.6	1.2	0	-7	-1	99	-0.5	-7
COc1ccc(N2C(=O)S[C@@H]3CS(=O)(=O)C[C@@H]32)cc1	4	1.1	0.6	1.1	5	-7	-4	107	-0.5	5
CCOC(=O)c1c(C)n(C)c2cc(Br)c(C(=O)OC)cc12	7	1	0.6	1.2	-34	-3	-7	106	0.2	-3
CCOC(=O)Cc1nn[nH]n1	15	1	-0.5	0.95	15	-4	-14	103	-0.3	-6
CC(=O)C1C(c2ccc(F)cc2)C2C(C)=NN=C2CC1(C)O (centres undefined)	-35	1	-0.1	0.95	16	2	35	102	-0.2	-4
Cc1cc(C(=O)NNC(=O)Nc2cccc(C(F)(F)F)c2)no1	23	1	0.0	1.1	-2	-1	-23	101	-0.2	-1
CCOC(=O)c1c(/N=C/C2C(=O)CCCC2=O)sc2c1CCCC2	14	1	-0.7	1.1	3	-1	-14	104	0.2	2
Cc1cccc(NC(=O)Cc2cccs2)n1	17	0.9	0.4	1.4	29	5	-17	105	-0.2	-6
O=S(=O)(c1ccccc1)c1cnc(-c2ccccc2)nc1N1CCCCC1	-5	1	-0.5	1.6	2	0	5	145*	-0.6	-2
Cc1nn(C)c(Sc2ccccc2N)c1[N+](=O)[O-]	33	1	-1.6	0.9	12	-1	-33	79	-0.2	-6
CCc1nnc(NS(=O)(=O)c2ccc(NC(=S)NC(=O)c3cccnc3)cc2)s1	11	1.1	-0.1	0.96	3	-5	-11	92	-0.4	0
CCC(=O)N/N=C(\C)CC(=O)Nc1ccc(Cl)cc1	-24	1	0.8	0.96	4	0	24	100	-0.4	-10

Marked active in STAT1 act, of those listed so far:
SMILES	APP 5'UTR act	DTT redox prof	NF-kB expr up	APP transl inh	STAT1 act	Hsp70 act	HMGR II inh
O=S(=O)(c1ccccc1)c1cnc(-c2ccccc2)nc1N1CCCCC1	-5	-0.5	1.6	5	145*	-0.6	-2

Additional compounds follow.
structure	APP 5'UTR act	FLuc act counter	DTT redox prof	NF-kB expr up	G6PDH CS	FLuc inhib CS	APP transl inh	STAT1 act	Hsp70 act	HMGR II inh
COc1ccc(OC)c(NC(=O)CCCN2C(=O)C3C4C=CC(C4)C3C2=O)c1 (centres undefined)	6	1	1.1	1.1	7	-2	-6	97	-0.2	-4
CCC1=NN(C(=O)CCc2ccccc2)C(O)(C(F)(F)F)C1 (centres undefined)	5	1	2.6	1.2	8	-1	-5	103	-0.1	-4
Cc1ccc(NC(=O)/C(=C/c2cccc([N+](=O)[O-])c2)NC(=O)C2CCCCC2)cc1	1	1	-0.8	0.98	2	-3	-1	102	0.3	0
N#Cc1ccc(C(c2nnnn2C2CCCC2)N2CCC(Cc3ccccc3)CC2)cc1 (centres undefined)	-4	1	2.4	1.4	5	-3	4	88	-0.4	-5
Cc1[nH]c(=S)c(C#N)c2c1CCCC2	12	0.9	0.1	1.1	-9	5	-12	109	-0.2	-1
CSc1ccc(/C=C(\C#N)C(=O)Nc2cccc(C)c2)cc1	12	0.9	0.7	1.6	-14	6	-12	96	-0.2	-9
COC(=O)CC1=NN(c2ccc(OC)cc2)C(=O)/C1=C\c1ccc(Cl)cc1	11	1.1	-0.2	1.3	6	-7	-11	95	-0.3	-2
O=C(C1CCCN(Cc2ccncc2)C1)N1CCc2ccccc2C1 (centres undefined)	-12	1.1	-0.8	0.88	6	-6	12	94	-0.4	-7
Cc1ccc(CC(=O)NCCCn2ccnc2)cc1	-10	1	-0.9	0.98	3	-4	10	101	-0.4	-1
Cc1cc(C(=O)N/N=C/c2cccn2C)no1	1	1	0.0	1.6	6	-2	-1	101	-0.3	-11
CCOC(=O)c1cc(-c2ccco2)nc2c1c(C)nn2-c1ccccc1	11	0.9	1.0	1.4	-4	5	-11	101	-0.4	-3
COc1ccc(N=C2SC(C(=O)Nc3ccc(F)cc3)CC(=O)N2C)cc1 (centres undefined)	-39	1	-0.4	1.4	14	-1	39	88	0.1	-7
NC(=O)c1cn(-c2ccccc2)nc1-c1cccnc1	7	1	-2.5	1.2	-14	-4	-7	101	0.0	-12
O=[N+]([O-])c1ccc(N2CCC(O)CC2)nc1	-4	1.1	-0.3	1	2	-6	4	96	-0.2	-1
CC(C)NS(=O)(=O)c1ccc(OCC(=O)Nc2cccc(F)c2)cc1	4	1	-0.6	0.85	13	-3	-4	112	0.8	0
COc1cc(/C=N/NC(=O)COc2ccccc2C)ccc1OC(=O)c1cccs1	10	1	-3.9	0.89	3	-4	-10	102	-0.4	-2
Cc1cccc(NC(=O)c2cc(Cl)nc3ccccc23)c1	-7	1	1.2	1	2	-2	7	104	0.2	-4
Cc1cc2n(n1)C(c1ccc3c(c1)OCO3)Nc1ccccc1-2 (centres undefined)	34	1	1.5	0.94	1	-3	-34	99	-0.2	-1
O=C(NCc1cccnc1)c1noc2c1CCCC2	-23	1	-1.7	1.1	5	-1	22	94	0.3	2
CC(=O)C1=C(C)NC(=O)CC1c1ccc(Br)cc1 (centres undefined)	10	1	-1.6	0.96	3	-3	-10	97	-0.2	-5
CN(c1ccc(Cl)cc1)c1cc(=O)n(C)c2ccccc12	-15	1	0.1	0.98	8	-2	15	84	0.2	0
Cn1cc(-c2ccccc2C(N)=O)c(=O)c2cc(Cl)ccc21	-11	1.1	-0.3	1.4	1	-9	11	103	-0.4	4
